Bioassay records (PubChem)
CHT allo act – CHT positive allosteric modulators, primary screen, cell-based, membrane potential dye, choline EC20. B-score at 10 µM. 310,000 compounds, 0.49% hits. CHT-expressing cells; active compounds read high; LV-AA mutant CHT in HEK293 cells. High affinity choline transporter 1 (Homo sapiens), Q9GZV3;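 active = initial fluorescence not abnormally high and integrated response B-score, plate-corrected, over 3 SD above library mean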
Target sequence (Q9GZV3 whole entry, looked up): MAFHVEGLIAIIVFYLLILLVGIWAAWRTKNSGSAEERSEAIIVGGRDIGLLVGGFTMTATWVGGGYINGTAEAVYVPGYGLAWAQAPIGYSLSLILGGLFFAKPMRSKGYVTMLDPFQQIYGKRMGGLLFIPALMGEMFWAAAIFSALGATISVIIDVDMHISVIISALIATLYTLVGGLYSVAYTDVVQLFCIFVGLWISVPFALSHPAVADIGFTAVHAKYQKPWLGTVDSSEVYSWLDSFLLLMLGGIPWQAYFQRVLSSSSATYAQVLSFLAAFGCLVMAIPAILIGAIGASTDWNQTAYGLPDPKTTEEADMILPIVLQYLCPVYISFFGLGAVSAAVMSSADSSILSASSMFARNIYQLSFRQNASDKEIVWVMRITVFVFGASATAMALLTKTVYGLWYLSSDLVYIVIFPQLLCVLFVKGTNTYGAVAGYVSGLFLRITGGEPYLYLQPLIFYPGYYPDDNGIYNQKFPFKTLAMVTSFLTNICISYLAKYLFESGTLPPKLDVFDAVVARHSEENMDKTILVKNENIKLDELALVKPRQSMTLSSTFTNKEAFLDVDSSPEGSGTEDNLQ
OX1R antag-1 – antagonists of human orexin 1 receptor (OX1R); Orexin/Hypocretin receptor type 1 (Homo sapiens), O43613; OX1R-expressing cells, FRET antagonist read-out; inhibition, % at 6.6 µM; 330,000 compounds, 1.8% hits; AID 485270, 2010; in the data active = inhibition mostly above about 38%, no sharp cut-off; inactive = mostly below about 40%;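 also: 0% = agonist challenge alone and 100% = reference antagonist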
Target sequence (O43613 whole entry, looked up): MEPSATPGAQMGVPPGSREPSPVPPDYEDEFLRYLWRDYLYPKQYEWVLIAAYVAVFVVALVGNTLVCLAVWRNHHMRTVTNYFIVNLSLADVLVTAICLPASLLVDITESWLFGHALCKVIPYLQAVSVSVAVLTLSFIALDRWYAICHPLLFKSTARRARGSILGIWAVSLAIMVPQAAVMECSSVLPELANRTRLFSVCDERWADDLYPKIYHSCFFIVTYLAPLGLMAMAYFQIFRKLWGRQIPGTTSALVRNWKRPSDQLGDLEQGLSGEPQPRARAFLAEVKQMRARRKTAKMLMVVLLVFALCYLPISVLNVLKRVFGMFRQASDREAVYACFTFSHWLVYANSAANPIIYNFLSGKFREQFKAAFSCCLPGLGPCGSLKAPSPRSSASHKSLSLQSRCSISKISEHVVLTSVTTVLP
OX1R antag-2 – OX1R (HCRTR1) antagonists, primary screen, fluorescence, CHO/OX1R cells, Fluo-8 calcium, orexin A; Orexin/Hypocretin receptor type 1 (Homo sapiens), O43613; AID 434989, 2010; 330,000 compounds, 0.43% hits; Fluo-8 calcium fluorescence; inhibition, % at 5 µM;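 active = inhibition above its plate's threshold, mean inhibition of all tested compounds on the plate plus 3 SD, cut at about 37% in these data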;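 also: 0% = orexin A challenge wells and 100% = SB-334867-A antagonist wells; not every result past the cut was called active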
* hit, by the source's call; i = inactive; . = no result given.

Compound | OX1R antag-2 | OX1R antag-1 | CHT allo act
COc1cccc(C2CC(c3cccc(C)c3)n3ncnc3N2)c1 (centres undefined) | -24 | 13 | i
Cc1ccc(C(=O)N/C(=C\c2ccc(C)o2)C(=O)O)cc1 | 0 | 2 | i
CC1CCCN(C(=O)COC(=O)c2cc(Br)ccc2O)C1 (centres undefined) | -21 | 5 | .
CCOC(=O)CCn1cnc2ccc([N+](=O)[O-])cc2c1=O | -12 | 36 | i
COc1ccc(/C=C2/SC(=O)N(CCC(=O)Nc3ccc(C)cc3)C2=O)cc1OC | -2 | 8 | i
CCOc1cc(/C=N/NC(=O)CN2CCCCC2)ccc1OCc1cccc(Cl)c1 | 0 | 19 | i
CCC1(c2ccc(F)cc2)NC(=O)N(CC(=O)Nc2ccc(S(N)(=O)=O)cc2)C1=O (centres undefined) | -4 | 7 | i
COc1ccccc1OCCNC(=O)c1cc(C2CC2)nc2c1cnn2C(C)C | -26 | 10 | .
CSc1nsc(SCC(=O)Nc2ccccc2C(=O)O)n1 | -13 | 10 | i
CCOC(=O)N1CC=C2C(C#N)=C(N)C(C#N)(C#N)[C@H](c3ccsc3)[C@H]2C1 | -24 | 9 | i
CCOc1ccc(-c2nnc(-c3cccs3)o2)cc1OCC | -25 | 7 | i
O=C(COC(=O)/C=C/c1ccc([N+](=O)[O-])cc1)NCc1ccco1 | -3 | 43 | i
C[C@H](CO)N1C[C@H](C)[C@@H](CN(C)S(=O)(=O)c2ccccc2)Oc2c(NC(=O)Nc3ccc4c(c3)OCO4)cccc2C1=O | -36 | 4 | .
CSc1nc(-c2ccco2)nn1S(=O)(=O)c1ccc(C)cc1 | -7 | 11 | i
CC1=CC2=NC(=O)/C(=C\c3cccn3CCOc3ccccc3C)C(=N)N2O1 | -30 | 24 | i
O=c1[nH]cnc2[nH]ncc12 | -11 | 10 | i
CC(C)c1ccc(NC(=O)[C@H](NC(=O)[C@@H]2Cc3ccccc3CN2)c2ccccc2)cc1 | -22 | 15 | i
C=CCNC(=O)c1cc(-c2ccncc2)nc2c(C)cc(C)cc12 | -31 | 4 | i
Cn1c(=O)c2c(nc(N3CCCCC3)n2CCSc2nc3ccccc3s2)n(C)c1=O | -36 | 19 | i
Cc1ccc(NC(=O)CSCC(=O)NC2(C)CCS(=O)(=O)C2)cc1 (centres undefined) | -2 | 4 | .
COc1ccc(C2CCCN2C(=S)Nc2ccc(C)cc2Cl)cc1OC (centres undefined) | -26 | 12 | i
COc1ccc(OC)c(NC(=O)COC(=O)CCCN=C2NS(=O)(=O)c3ccccc32)c1 | -1 | 3 | .
Cc1cc(NC(=O)COC(=O)[C@@H](NS(=O)(=O)c2ccccc2)C(C)C)no1 | -17 | 6 | i
COC(=O)CSc1nc2ccccn2c(=O)c1C=O | -8 | 29 | i
COc1ccccc1CNC(=O)C(CCSC)NC(=O)c1cccc(S(=O)(=O)N2CCOCC2)c1 (centres undefined) | -27 | 16 | .

Carrying on:
Compound | OX1R antag-2 | OX1R antag-1 | CHT allo act
CCNC(=O)CSc1nnc(-c2ccccc2)n1-c1ccc(OCC)cc1 | 0 | 3 | i
Cc1ccc(OCC(=O)Nc2nnn(C)n2)c(C)c1 | -13 | 12 | i
CCOC(=O)c1ccc(NC(=O)c2cc(S(=O)(=O)N3CCOCC3)cn2C)cc1 | -5 | 0 | i
CC(C)(C)c1ccc(NC(=O)CSc2n[nH]c(=O)n2-c2cccnc2)cc1 | -20 | 32 | i
CCN(CC)S(=O)(=O)c1ccc2c(c1)nc(CCC(=O)Nc1ccccc1Cc1ccccc1)n2CC | -11 | 22 | i
CC1CCN(C(=O)c2cc3nc(-c4ccccc4)cc(-c4ccccc4)n3n2)CC1 | -22 | 6 | i
O=C(CCl)Nc1ccccc1C(=O)c1ccccc1 | 0 | 8 | i
N#C/C(=C1\C(=O)Nc2c(Cl)cc(Cl)cc21)c1nnc2n1CCCCC2 | -21 | 37 | i
Cc1ccccc1CNC(=O)C(=O)NCCC1CCCCN1S(=O)(=O)c1cccs1 (centres undefined) | -30 | 23 | i
O=C(C[C@@H]1C/C=C\CCC(=O)OC[C@H](Cc2ccccc2)NC1=O)N[C@@H](CO)Cc1ccccc1 | -4 | 2 | .
NS(=O)(=O)c1cccc(NC(=O)CSc2nnnn2-c2ccccc2)c1 | 2 | 8 | i
Clc1cccc(-c2ccc3ncnc(NCc4cccnc4)c3c2)c1 | -14 | 9 | .
Cc1ccc(NS(=O)(=O)c2ccc3c(c2)NC(=O)CCS3)c(C)c1 | -17 | 2 | i
CN(CC(=O)NCC(=O)Nc1ccc(F)c(F)c1F)C1CCS(=O)(=O)C1 (centres undefined) | 2 | 3 | .
O=C(CNC(=O)c1ccccc1F)NC1CC1 | 4 | 7 | i
Cc1cc(OCCCCn2ccnc2)cc(C)c1Cl | 0 | 7 | i
O=C(CCC(=O)Nc1ccc(F)cc1)N/N=C/c1cccs1 | -15 | 9 | i
COc1cc(CN2CCC(CO)(Cc3cccc(C(F)(F)F)c3)CC2)ccc1F | -15 | 8 | i
O=C(NCCCN1CCCC1=O)C1CCC(CNS(=O)(=O)c2ccc(Cl)cc2)CC1 (centres undefined) | -21 | 11 | i
CC(=O)Nc1ccc(S(=O)(=O)NC(C(=O)O)C(C)C)cc1 (centres undefined) | -3 | 3 | i
Cc1ccc(NC(=O)c2cc3ccccc3oc2=N)cc1 | 8 | -1 | i
O=C(CNC(=O)c1cccc(Cl)c1)N/N=C/C=C/c1ccccc1 | -12 | 12 | i
O=C(NCCN1CCOCC1)C1CCN(S(=O)(=O)N2CCCC2)CC1 | -27 | 9 | i
NS(=O)(=O)c1ccc(CNS(=O)(=O)c2ccc3ccccc3c2)cc1 | -1 | 28 | i
COc1ccc(N=C2C(=O)Nc3ccccc32)cc1 | -5 | 15 | i

(continued)
Compound | OX1R antag-2 | OX1R antag-1 | CHT allo act
CCc1cccc(C)c1NC(=O)CCCSc1nc2ccccc2s1 | -21 | 26 | i
Cc1cc(NC(=O)c2cc(-c3ccccc3)on2)no1 | -4 | 19 | i
CN(C)c1ccc(Nc2c3c4c(cccc4n(C)c2=O)C(=O)c2ccccc2-3)cc1 | -10 | 0 | i
Fc1ccc(Br)cc1/C=N/n1cnnc1 | -4 | 25 | i
Nc1nc(SCc2ccccc2Cl)ns1 | -10 | 12 | i
NS(=O)(=O)c1cccc(NC(=O)CSc2n[nH]c(-c3cccs3)n2)c1 | -10 | 3 | .
O=C(O)CSCCn1cccn1 | -5 | 10 | i
CCCCCCN(C(=O)CCCCCN1C(=O)NC(c2ccc([N+](=O)[O-])cc2)C(C(=O)OCc2ccccc2)=C1C)C(C(=O)NCCCC)C1CCCCC1 (centres undefined) | -25 | 5 | .
O=C(c1cc(COc2ccc(F)cc2F)on1)N1C[C@H]2CC[C@H]1C2 | -6 | 31 | i
CC(C)(C)c1ccc(OCCCNC2CCCC2)cc1 | -3 | 10 | i
O=C(NCCc1ccccc1)C(=O)NCC1OCCCN1S(=O)(=O)c1cccs1 (centres undefined) | -7 | 24 | i
CCOc1ccc(NC(=O)C2CCN(C(=O)C3CC(=O)N(c4ccc(C)cc4)C3)CC2)cc1 (centres undefined) | -26 | 26 | i
C=CCn1c(SCC(=O)Nc2nc3ccccc3s2)nnc1-c1ccccc1O | 68* | 53* | i
COc1ccc(-c2[nH]ncc2/C=N\NC(=O)c2ccc(Br)o2)cc1OC | -24 | 27 | i
CN1CCC(=O)N([C@H](COc2ccccc2)Cc2ccccc2)CC1 | -17 | 21 | i
O=C(Nc1ccc2c(c1)OCO2)c1cnc2n(c1=O)CCS2 | -18 | 9 | i
Cc1cccc(C)c1NC(=S)N1CCCCCC1 | -12 | 9 | i
O=S(=O)(/N=C(/Nc1ccccc1F)c1ccccc1)c1ccccc1 | -22 | 10 | i
C=CCNC(=S)N/N=C/c1ccc(C(F)(F)F)cc1 | -19 | 15 | i
C(=C\n1nnc2ccccc21)/c1ccc[nH]1 | -10 | 27 | i
COc1ccc(S(=O)(=O)Nc2ccc(-n3cnnn3)cc2)cc1[N+](=O)[O-] | 1 | 4 | .
O=S1(=O)NC[C@]23C[C@H](c4ccc(F)cc4)[C@@H](C[C@@H]21)O3 | -8 | 6 | i
Cc1cc(C)c(NC(=S)NC(NC(=O)c2ccccc2)C(Cl)(Cl)Cl)c(C)c1 (centres undefined) | 6 | 45 | i
O=C(NCC1CCCO1)c1cccc(N2CCCC2=O)c1 (centres undefined) | -20 | 4 | i
C=CCn1c(=O)c(C(C)=O)cn(N(C)c2ncc(C(F)(F)F)cc2Cl)c1=O | -23 | 27 | i

Molecules shown so far that contain a furan ring, fused or not:
Compound | OX1R antag-2 | OX1R antag-1 | CHT allo act
Cc1ccc(C(=O)N/C(=C\c2ccc(C)o2)C(=O)O)cc1 | 0 | 2 | i
O=C(COC(=O)/C=C/c1ccc([N+](=O)[O-])cc1)NCc1ccco1 | -3 | 43 | i
CSc1nc(-c2ccco2)nn1S(=O)(=O)c1ccc(C)cc1 | -7 | 11 | i
COc1ccc(-c2[nH]ncc2/C=N\NC(=O)c2ccc(Br)o2)cc1OC | -24 | 27 | i

Next part
Compound | OX1R antag-2 | OX1R antag-1 | CHT allo act
O=C(COC(=O)c1cc([N+](=O)[O-])ccc1N1CCOCC1)NCc1ccc(Cl)cc1Cl | -18 | 50 | i
O=C(CSCc1ccc(F)cc1)Nc1ccc(N2CCOCC2)cc1N1CCOCC1 | 0 | 16 | .
O=C(CCC(=O)NC12CC3CC(CC(C3)C1)C2)NC1CCCCC1 | -6 | -7 | i
COc1ccccc1CN(C)C(=O)C(c1ccccc1)c1ccccc1 | -40 | 19 | 11*
O=C(NCCCn1ccnc1)C(=O)Nc1ccccc1 | -16 | 18 | i
COc1ccccc1-n1cnc2sc(-c3ccccc3)cc2c1=O | -10 | 30 | i
O=C(c1cccs1)N1CCN(C2CCN(Cc3ccccc3)CC2)CC1 | -11 | 9 | i
C=CCNC(=S)N/N=C/c1ccc(C)s1 | -1 | 8 | i
CCOc1ccc2c(c1)c(=O)c(S(=O)(=O)c1ccc(C)cc1)cn2CC | -23 | 5 | i
O=C(C[C@H]1C/C=C\C[C@H](NC(=O)OCC2c3ccccc3-c3ccccc32)C(=O)O[C@@H](c2ccccc2)CNC1=O)NCCO | 4 | 3 | .
CCOC(=O)c1c(-c2ccccc2)[nH]c2ccc(O)cc12 | -25 | 36 | i
COc1ccc(C(CNC(=O)COc2ccc(F)cc2Cl)N2CCCCC2)cc1 (centres undefined) | -16 | 4 | .
Cc1ccc(CN2CCC(n3nccc3NC(=O)c3ccccc3C)CC2)o1 | -17 | 14 | i
O=S(=O)(NCC(c1ccco1)N1CCN(c2ccccc2F)CC1)c1ccc2c(c1)OCCO2 (centres undefined) | -31 | 2 | i
COc1ccc(OC)c(Nc2nc(N)nc(CSc3nnc(-c4ccncc4)o3)n2)c1 | -3 | 8 | i
Cc1ccc(-n2nc3c([n+]2[O-])CCc2nonc2-3)cc1 | -11 | 11 | i
C[C@H]1CN(C2CCCCC2)C(=O)[C@@H]1CC(=O)NCc1ccccc1 | -33 | 21 | i
CC(C)(C)c1ccc(/C=C/C(=O)N2CCOCC2)cc1 | -27 | 11 | i
Cc1cccc([N+](=O)[O-])c1NC(=O)CN(Cc1ccccc1)Cc1ccccc1 | -21 | 26 | i
COc1ccc(N2C(=O)c3ccccc3NC2(C)C)cc1 | -7 | 23 | i
C=CCOC(=O)C1=C[C@@H](c2coc3ccccc3c2=O)[C@H](CCCO)[C@@H](OCC)O1 | -33 | 17 | i
Cc1c(-c2ccccc2)n[nH]c1C(=O)N=Nc1c(O)[nH]c2ccccc12 | -3 | 34 | i
CCc1ccc(OCC(=O)NC(=S)Nc2ccc(C)cc2C)c(Br)c1 | -13 | -2 | i
CCCCNS(=O)(=O)c1ccc(OCC(=O)OC)cc1 | -2 | 11 | i
C[C@H](CO)N1C[C@H](C)[C@@H](CN(C)S(=O)(=O)c2cn(C)cn2)Oc2ccc(NC(=O)Nc3ccc4c(c3)OCO4)cc2C1=O | 1 | 4 | .

Next results.
Compound | OX1R antag-2 | OX1R antag-1 | CHT allo act
COC(=O)CC(=O)Cc1nc(N)nc(Nc2ccc(C)c(C)c2)n1 | -4 | 15 | i
Nc1c(O)cccc1C(=O)O | 4 | 61* | i
Cc1nc2sc(C(c3ccco3)N3CC(C)OC(C)C3)c(O)n2n1 (centres undefined) | -16 | 5 | i
COc1cc(OC)cc(C(=O)N[C@H](C(=O)Nc2cc(F)ccc2C)C(C)C)c1 | -18 | 10 | i
COC(=O)c1ccc(OC)c(CN2CCCN(Cc3ccc(F)cc3)S2(=O)=O)c1 | -9 | 21 | i
O=C(N/N=C/c1cccs1)c1cc(-c2ccc3ccccc3c2)n[nH]1 | -7 | 65 | i
Nc1nonc1-n1nnc(C(=O)N/N=C/c2cccnc2)c1-c1ccccc1 | -9 | 1 | i
COc1cccc(CC(=O)Nc2nc3ccccc3[nH]2)c1 | -21 | 5 | i
CC(C)NC(=O)CN(c1cccc(Br)c1)S(C)(=O)=O | -13 | -1 | i
CC(C)(NC(=O)N1CCCC1)c1cccc(C(C)(C)NC(=O)N2CCCC2)c1 | -17 | 13 | i
c1ccc(CCn2nnnc2C(c2cccnc2)N2CCN(c3nc4ccccc4s3)CC2)cc1 (centres undefined) | -16 | 8 | i
C=C1CCC(O)C2(C)CCC3C(C)C(=O)OC3C12O (centres undefined) | -10 | -4 | i
O=C(OCc1ccc(Cl)c(Cl)c1)c1ccc[nH]1 | -14 | 7 | i
O=C(CSc1nnc(-c2cccs2)n1Cc1ccco1)Nc1ccc2c(c1)OCO2 | -6 | 23 | i
O=C(COC(=O)c1c(F)cccc1F)NCc1ccc2c(c1)OCO2 | -6 | 2 | .
